Compound activity from PubChem BioAssay.
Akt phos inh: Akt phosphorylation inhibition | Neuro2A IGF-stimulated pAkt S473 HTRF, 20 min; stronger effect = lower value | activity change, % for hits at 50 µM | hit rate 0.32% among 360,000; in the data active = activity change below about -80%; inconclusive = mostly about -51% to -80%; also: % is scaled to controls: 0 for no effect and ±100 for the full control effect
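Neuro2A cells (4,500/well, DMEM with 0.5% FBS) were treated with compound at a single 50 µM final concentration, stimulated with 6 nM IGF for 20 min at 37 °C, and lysed. Phospho-Akt Ser473 was read by HTRF as 665/615 ratio ×10^4.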
FUS yeast rescue: rescues growth of FUS-expressing yeast; hit rate 0.24% among 390,000; Potency, µM (series often up to 76.6 µM), inactives show at the top dose growth rescue (activation), usual class: activators; AID 1347120; S. cerevisiae FUS-expressing, growth rescue, OD600, 24 h;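 also: potency is read from the fitted curve at half-maximal effect; plate controls were DMSO vehicle for no effect and reference control for full effect; nearly all actives have a fitted effect of over 55% in size; some results filed as inactive show a strong effect at the top dose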
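S. cerevisiae expressing FUS from galactose induction served as the toxicity model. Growth after 24hr at 30C, read as absorbance at 600 nm, indicates suppression of toxicity; compounds dosed at several concentrations.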
aSyn yeast inh: inhibitors of alpha-synuclein toxicity in yeast. Yeast expressing alpha-synuclein, growth rescue, BacTiter-Glo, 24 h. Potency, µM (highest dose often 46.1 µM), inactives show top-dose growth rescue (activation), actives largely listed as activators. hit rate 0.14% among 370,000; also: potency is read from the fitted curve at half-maximal effect; % of control where 0% means no effect; nearly all actives have a fitted effect of over 65% in size
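Screening used galactose-induced yeast with toxic alpha-synuclein levels, exposed to compound for 24 hr at 30 deg C. Cell growth, read with BacTiter-Glo luminescence, gave the measured signal.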
Abeta rescue: compounds reversing amyloid beta toxicity in yeast; yeast expressing A-beta42, growth rescue, OD600, 48 h; response scale: 0% DMSO, 100% iron-clioquinol control; Potency, µM (top dose mostly 46.1 µM), inactives show top-dose growth rescue, hits mostly activators; hit rate 0.063% among 410,000; AID 1347071; also: potency is read from the fitted curve at half-maximal effect; nearly all actives have a fitted effect of over 55% in size
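Yeast growth medium received pinned compounds, then yeast cells expressing toxic A-beta were added; plates incubated at 30 C for 48 hr. Growth read as absorbance at 600 nm, normalized to DMSO and equimolar FeCl3 plus clioquinol controls.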
MmCpn inh: blocks the Methanococcus maripaludis chaperonin Mm-Cpn | purified Mm-Cpn ATPase, ADP Transcreener TR-FRET | Potency, µM (titrated, usually from 76.9 µM), for inactives: at the highest dose activity, negative = inhibition, usual class: inhibitors | hit rate 0.031% among 330,000; also: potency is read from the fitted curve at half-maximal effect; % is scaled to controls: 0 for no effect and ±100 for the full control effect; nearly all actives have a fitted effect of over 80% in size
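TR-FRET (320 nm excitation; 590 and 665 nm emission) reports ADP made from 10 uM ATP by 25 nM enzyme; compounds were preincubated 10 min, reaction run 30 min, both at 37°C.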
GLP1R cytotox: cytotoxicity in counter-screen for GLP-1R inverse agonists. HEK293 cAMP-luciferase reporter cells, luminescence, 24 h. Potency, µM (top dose mostly 38.3 µM), for the others: at the top dose activity change, negative = inhibition, most hits filed as inhibitors. hit rate 0.13% among 410,000;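 also: loss of luciferase light is scored as toxicity; potency is read from the fitted curve at half-maximal effect; % is scaled to controls: 0 for no effect and ±100 for the full control effect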
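Luminescence readout: signal drop marks cytotoxicity. Plated cells grew 12 h at 37 °C, 5% CO2, received 23 nL compound for 24 h, then got luciferase reagent, read after 12 min at RT.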
GLP1R inv ag: GLP-1 receptor (human) inverse agonism; HEK293 GLP-1R CRE-luciferase, luminescence, 24 h; GLP-1R form is constitutively active; hit rate 1.6% among 410,000; AID 624417; Potency, µM (top dose mostly 38.3 µM), for inactives: top-dose activity change, negative = inhibition, actives largely listed as inhibitors; also: potency is read from the fitted curve at half-maximal effect; % is scaled to controls: 0 for no effect and ±100 for the full control effect; nearly all actives have a fitted effect of over 55% in size
Target sequence (P43220 whole entry, looked up): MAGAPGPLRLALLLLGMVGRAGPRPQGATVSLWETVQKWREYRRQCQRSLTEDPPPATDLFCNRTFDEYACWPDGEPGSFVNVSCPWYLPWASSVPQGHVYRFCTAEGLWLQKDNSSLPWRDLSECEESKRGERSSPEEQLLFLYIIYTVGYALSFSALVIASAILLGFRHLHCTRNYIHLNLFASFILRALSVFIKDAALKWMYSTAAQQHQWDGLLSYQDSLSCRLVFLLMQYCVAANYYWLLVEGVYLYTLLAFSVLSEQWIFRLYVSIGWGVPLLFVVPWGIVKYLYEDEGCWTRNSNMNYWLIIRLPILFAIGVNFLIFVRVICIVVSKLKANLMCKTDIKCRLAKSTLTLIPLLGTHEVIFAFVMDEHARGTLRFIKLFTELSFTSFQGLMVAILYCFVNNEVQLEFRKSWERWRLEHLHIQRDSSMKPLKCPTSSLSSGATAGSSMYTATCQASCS
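HEK293 cells stably co-expressing constitutively active GLP-1R and a cAMP-responsive luciferase reporter were seeded in DMEM with 10% Nu serum, given compounds after 12 h, and incubated 24 h at 37 deg C. Luminescence was then read.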
PTHR1 ag: activates the human parathyroid hormone receptor PTHR1; Potency, µM (top dose mostly 115 µM), inactives show top-dose activation, most hits filed as activators; hit rate 0.075% among 410,000; HEK293 GP2 PTHR1 cells, GloSensor cAMP luminescence, 1 h; also: potency is read from the fitted curve at half-maximal effect; nearly all actives have a fitted effect of over 55% in size; some results filed as inactive show a strong effect at the top dose; inactives centre near -15; many of its hits are not listed in these tables
Target sequence (Q03431 whole entry, looked up): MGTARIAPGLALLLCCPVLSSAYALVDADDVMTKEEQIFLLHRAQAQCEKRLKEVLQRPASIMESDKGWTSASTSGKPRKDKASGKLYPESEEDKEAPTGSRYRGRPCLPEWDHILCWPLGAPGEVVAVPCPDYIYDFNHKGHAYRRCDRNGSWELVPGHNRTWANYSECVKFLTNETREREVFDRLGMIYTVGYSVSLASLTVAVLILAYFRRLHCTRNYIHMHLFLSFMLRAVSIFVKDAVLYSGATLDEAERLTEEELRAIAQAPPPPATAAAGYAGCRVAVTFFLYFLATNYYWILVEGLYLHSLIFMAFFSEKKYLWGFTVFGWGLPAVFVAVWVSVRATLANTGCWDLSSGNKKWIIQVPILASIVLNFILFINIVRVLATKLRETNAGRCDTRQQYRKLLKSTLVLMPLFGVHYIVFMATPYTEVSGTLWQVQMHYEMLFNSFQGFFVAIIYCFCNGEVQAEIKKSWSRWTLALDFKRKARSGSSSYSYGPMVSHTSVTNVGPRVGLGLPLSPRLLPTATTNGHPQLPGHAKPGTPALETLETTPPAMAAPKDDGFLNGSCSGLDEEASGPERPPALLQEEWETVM
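HEK-293-derived GP2 cells expressing PTHR1 and a GloSensor cAMP reporter, 3,000/well, plated overnight, given luciferin plus IBMX (each 0.5 mM as added) for 1 h at 37 °C, then compound for 1 h at 37 °C. Luminescence was read after 15 min at room temperature.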
TDP43 rescue: TDP-43 toxicity inhibition in yeast. TDP-43 expressing yeast growth rescue, BacTiter-Glo, 24 h. Potency, µM (highest dose often 46.1 µM), for inactives: top-dose growth rescue (activation), actives largely listed as activators. hit rate 1.8% among 410,000; also: potency is read from the fitted curve at half-maximal effect; % of control where 0% means no effect; nearly all actives have a fitted effect of over 50% in size
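Cell-based yeast growth screen: TDP-43 expression induced in galactose, inoculum OD600=0.02 after raffinose pregrowth to mid-log. Read-out BacTiter-Glo luminescence at 24 hr, 30 deg C; inhibition of toxicity seen as signal increase.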
Active calls of the source: *; i = inactive; u = inconclusive; x = not tested or not shown; [ ] = dose if it differs, or a comment. Unless noted, calls follow the shape of the dose curve; as a rule, active = well fitted curve in the direction sought with a large enough effect; inconclusive = small, poorly fitted or top-dose-only effect, or another doubt; inactive = no such curve, though single readings can be large; an effect the other way counts as inactive or inconclusive. Some of the compounds tested, so the mix of outcomes need not match the whole.

Order of results: Akt phos inh | FUS yeast rescue | aSyn yeast inh | Abeta rescue | MmCpn inh | GLP1R cytotox | GLP1R inv ag | PTHR1 ag | TDP43 rescue
[1] Cc1cc(NC(=O)CSc2nnc(Cc3ccccc3)n2C)no1
→ i | -10% | 6% | 3% | 1% | 6% | 7% | i | 15%
[2] COc1ccc(CCCNC(=O)C2CCC(=O)N(CCCN3CCCC3=O)C2)cc1 (stereo not given)
→ i | 20% | 7% | 8% | 2% | 2% | 18% | i | 10%
[3] COc1cc(S(=O)(=O)Nc2ccccc2C)ccc1Cl
→ i | -14% | 1% | 0% | 0% | -3% | u | i | 4%
[4] Cn1nc(C(=O)OCC(=O)Nc2ccc3ccccc3c2)c2ccccc2c1=O
→ i | 29% | -1% | -5% | -12% | 10% | 23% | -26% | 0%
[5] N/C(Cc1ccc(Cl)cc1Cl)=N\OC(=O)c1ccc(Br)o1
→ i | 12% | -61%[inhibitor] | -84%[inhibitor] | -4% | -22% | u | -16% | -93%[inhibitor]
[6] COc1ccc(S(=O)(=O)N(C)C)cc1NC(=O)CSC(C)C(=O)Nc1cc(C)on1 (stereo not given)
→ i | -2% | 0% | -7% | -1% | 5% | 10% | i | 4%
[7] O=C(COC(=O)C1CCC1)NCc1ccccc1Cl
→ i | -12% | -3% | 6% | -1% | -4% | -19% | i | -2%
[8] CCCC(=O)N=C1SC2CS(=O)(=O)CC2N1c1ccc(CC)cc1 (stereo not given)
→ x | -13% | 4% | 19% | 0% | -3% | 45%[activator] | i | -5%
[9] Cc1nn(-c2ccccc2)c(N2CCCC2)c1/C=N/NC(=S)Nc1ccc(F)cc1
→ i | 30% | -4% | u | x | -21% | u | -21% | 18%
[10] COc1ccc2nc(C)c3c(c2c1)OC(C(C)(Cl)Br)C3 (stereo not given)
→ i | 16% | -18% | -4% | -4% | -10% | u | -21% | -25%
[11] CCOc1ccc(S(=O)(=O)N2CCN(C(=O)c3cc(S(=O)(=O)N4CCOCC4)ccc3C)CC2)cc1
→ i | 24% | 0% | 6% | -1% | -1% | -5% | i | 0%
[12] CN(C)CCCNC(NC(=O)c1cccs1)C(Cl)(Cl)Cl (stereo not given)
→ i | x | -7% | -10% | 1% | 17% | 8% | 14% | -18%
[13] C=CCCCCCCCCC(=O)Nc1ncccn1
→ i | 2% | 3% | -6% | 2% | 1% | -27% | -16% | u
[14] CCOC(=O)c1ccccc1NC(=O)COC(=O)C1CCCC1
→ i | 15% | 5% | 15% | 1% | 2% | 26% | -21% | 20%
[15] Cc1ccc(-c2nnc(C)c(N3CCOCC3)n2)cc1
→ i | -14% | -5% | 3% | 2% | 8% | 35%[activator] | -43%[inhibitor] | -2%
[16] O=C(COc1ccc2c3c(c(=O)oc2c1)CCC3)N[C@@H](Cc1ccccc1)C(=O)O
→ i | 2% | 2% | -6% | 0% | -9% | 19% | i | 10%
[17] O=S(=O)(c1ccc(Cl)cc1)N1CCC(N2CCCCCC2)CC1
→ -119%* | 10% | -10% | 14% | 1% | 1% | u | i | -29%
[18] O=C(Nc1ccc(Nc2ccccc2)cc1)c1cccc(F)c1
→ i | 7% | -13% | 14% | -1% | -9% | u | -7% | 15%
[19] CCOc1cc(S(=O)(=O)Nc2cc(C)cc(C)c2)ccc1Cl
→ i | 13% | 10% | -8% | 0% | u | 0% | -24% | 27%
[20] CN1CCN(S(=O)(=O)c2cccc(C(=O)Nc3ccccc3N3CCOCC3)c2)CC1
→ i | -39% | 1% | 1% | -2% | 16% | 6% | -14% | 20%
[21] COc1ccc(S(=O)(=O)N2CCOC2CNC(=O)C(=O)NCc2ccccn2)cc1 (stereo not given)
→ i | 19% | -3% | 0% | x | 3% | 4% | -18% | -3%
[22] CS(=O)(=O)N(CC(=O)N1CCc2ccccc2C1)c1ccc(Cl)cc1F
→ i | -7% | 8% | -3% | 1% | 4% | -18% | -1% | 11%
[23] O=C(c1csc2c1CCCC2)N1CCN(c2cccc(C(F)(F)F)c2)CC1
→ i | 39% | -1% | 15% | 2% | -7% | -2% | 17%[57.5 µM] | u
[24] COC(=O)CCCC1=CC2=CC(=O)C(C)(OC(=O)c3cccs3)C(=O)C2=CN1CC(C)C (stereo not given)
→ i | -1% | 2% | 6% | 0% | -21% | -35% | -20% | -10%
[25] COC(=O)N/N=C1\CCCc2ccccc21
→ i | x | 0% | 1% | 2% | -8% | -9% | -14% | 10%
[26] CCC(=O)Nc1cc(-c2nc3ncccc3o2)ccc1Cl
→ i | -28% | 0% | 1% | 2% | -8% | 30% | -1% | 8%
[27] Cc1c(C(=O)N(Cc2ccc(Cl)cc2)CC2CCCO2)oc2ccc(F)cc12 (stereo not given)
→ x | 32% | x | 21% | x | 2% | u | -27% | -7%
[28] O=C(COC(=O)C12CC3CC(CC(Br)(C3)C1)C2)Nc1cccnc1Cl
→ i | 18% | 11% | 22% | 1% | 6%[0.307 µM] | -10%[0.307 µM] | 3% | -16%
[29] O=C(CSc1nnc(CNC(=O)c2ccco2)o1)c1ccc(Cl)cc1
→ i | 16% | 1% | -15% | -1% | 12% | 20% | i | -17%
[30] C[C@@H]1[C@H]2[C@@H](O[C@@H]3O[C@H](CO)[C@@H](O)[C@H](O)[C@H]3O)OC=C(C(=O)O)[C@H]2C[C@@H]1O
→ i | -4% | 1% | 11% | 2% | 1% | 11% | -11% | 6%
[31] C[C@@H]1CN([C@H](C)CO)S(=O)(=O)c2ccc(C#CCN(C)C)cc2O[C@@H]1CN(C)Cc1ccccc1F
→ i | 6% | 5% | 0% | x | -6% | -5% | -15% | 0%
[32] CCOc1ccc(NC(=O)CN(C)C(=O)c2c(C)nn(-c3ccccc3)c2Cl)cc1OCC
→ i | 32% | -1% | 14% | 0% | 3% | -15% | -19% | 6%
[33] CC1(C)CC(CC(=O)NNc2nc(-c3ccccc3)cs2)C(=O)O1 (stereo not given)
→ i | x | -2% | -10% | 1% | -14% | -12% | -12% | -10%
[34] O=C(CSc1nc(C2CCCCC2)nc2ccccc12)NCc1ccco1
→ i | 9% | 22% | 7% | -25% | u | u | -28% | 18%
[35] COc1cc(CN2CCCC(C(=O)Nc3cccc(-n4cccn4)c3)C2)ccc1F (stereo not given)
→ i | -10% | 6% | -10% | 0% | -19% | u | -18% | -3%
[36] Cc1cccc(NC(=O)C2CCN(S(=O)(=O)c3ccc4c(c3)CCCN4C(=O)C3CCC3)CC2)c1
→ x | u | x | 11% | x | 2% | u | i | 28%
[37] CN(CC(=O)NCc1cccs1)S(=O)(=O)c1cccc2cccnc12
→ i | -9% | -7% | 3% | 0% | -3% | -11% | -15% | -23%
[38] CCC(CC)C(=O)c1c[nH]c(C(=O)NCc2ccco2)c1
→ i | 10% | -4% | -18% | 1% | 4% | 4% | -2%[57.5 µM] | -4%
[39] CCn1nc(C(=O)OCc2cccc(S(=O)(=O)N(C)C)c2)c2ccccc2c1=O
→ i | 5% | 10% | -6% | 0% | 5% | 69%[activator] | -95%[inhibitor] | 19%
[40] CCOc1ccc(NC(=O)CN(C)C(=O)CCCNC(=O)c2ccc(Cl)cc2)cc1OCC
→ i | 6% | -2% | 0% | x | 8% | 16% | -10% | 0%

The last five entries of the part above are carried over, then new ones follow.
Order of results: Akt phos inh | FUS yeast rescue | aSyn yeast inh | Abeta rescue | MmCpn inh | GLP1R cytotox | GLP1R inv ag | PTHR1 ag | TDP43 rescue
[36] Cc1cccc(NC(=O)C2CCN(S(=O)(=O)c3ccc4c(c3)CCCN4C(=O)C3CCC3)CC2)c1
→ x | u | x | 11% | x | 2% | u | i | 28%
[37] CN(CC(=O)NCc1cccs1)S(=O)(=O)c1cccc2cccnc12
→ i | -9% | -7% | 3% | 0% | -3% | -11% | -15% | -23%
[38] CCC(CC)C(=O)c1c[nH]c(C(=O)NCc2ccco2)c1
→ i | 10% | -4% | -18% | 1% | 4% | 4% | -2%[57.5 µM] | -4%
[39] CCn1nc(C(=O)OCc2cccc(S(=O)(=O)N(C)C)c2)c2ccccc2c1=O
→ i | 5% | 10% | -6% | 0% | 5% | 69%[activator] | -95%[inhibitor] | 19%
[40] CCOc1ccc(NC(=O)CN(C)C(=O)CCCNC(=O)c2ccc(Cl)cc2)cc1OCC
→ i | 6% | -2% | 0% | x | 8% | 16% | -10% | 0%
[41] CCCCC(=O)Nc1nc2c(OC)cc([N+](=O)[O-])cc2s1
→ i | -27% | 2% | 25% | 0% | 8% | -1% | -21% | 13%
[42] COc1ccc(C(O)c2ncc(-c3cccc(OC)c3)[nH]2)cc1 (stereo not given)
→ i | -5% | 0% | 2% | x | -2% | -19% | i | 13%
[43] N#Cc1c(NC2CCCCC2)nc(-c2ccco2)c2c1CCCC2
→ i | 13% | 1% | 10% | -8% | 46%[activator] | u | i | -2%
[44] CCOc1ccc(NS(=O)(=O)c2ccc3[nH]cc(C(=O)NC4CCCC4)c(=O)c3c2)cc1
→ x | -7% | x | 2% | x | 9% | u | i | 0%
[45] CCN(CC)S(=O)(=O)c1cccc(C(=O)N[C@H](C(=O)Nc2nc3ccccc3s2)C(C)C)c1
→ i | 5% | 0% | -1% | -1% | 7% | -27% | -12% | 14%
[46] COC(C(=O)Nc1ccnn1C1CCN(Cc2cccc(C)n2)CC1)c1ccccc1 (stereo not given)
→ i | 2% | 2% | x | -1% | 7% | 26% | i | -14%
